CatS inh = human cathepsin S inhibition; P25774; recombinant cathepsin S, AMC dipeptide fluorescence, pooled mixtures; inhibition, %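 (tested at 5 µM per compound within 10-compound mixtures)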; 0.06% of 62,000 active; AID 501; in the data active = inhibition above about 32%, passing the limit was not always enough; inconclusive = no clear call, values can overlap the other calls;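 note: 0% = enzyme without compound and 100% = blank without enzyme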
Target sequence (P25774 115-331 limits assumed): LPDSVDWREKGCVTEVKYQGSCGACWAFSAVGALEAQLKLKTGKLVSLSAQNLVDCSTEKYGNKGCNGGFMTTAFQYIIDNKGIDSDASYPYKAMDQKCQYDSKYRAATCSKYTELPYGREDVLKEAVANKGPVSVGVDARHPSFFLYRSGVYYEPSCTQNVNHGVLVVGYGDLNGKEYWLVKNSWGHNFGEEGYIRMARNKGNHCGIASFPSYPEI
JNK3 inh = blocks human JNK3 kinase activity; purified JNK3 kinase activity, HTS; inhibition, % at 8 µM; 0.61% of 60,000 active; AID 746; in the data active = inhibition above about 17%;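 note: 0% = DMSO and 100% = reference inhibitor; many of its hits are not listed in these tables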
PKA kinase inh = PKA (human) kinase inhibition; P17612; PKA Kemptide phosphorylation, Kinase-Glo ATP luminescence; inhibition, % at 6 µM; 0.1% of 65,000 active;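 active = inhibition above the screen-wide mean inhibition plus 3 SD, cut at about 21% in these data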; note: many of its hits are not listed in these tables
FXIIa inh mix = inhibitors of human coagulation factor XIIa, pooled mixtures. P00748. purified FXIIa, fluorogenic substrate. inhibition, % at 5 µM. 0.2% of 62,000 active. AID 684;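 note: 0% = enzyme without compound and 100% = no enzyme blank; some results filed as inactive read as strong as hits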
Target sequence (P00748 20-372 limits assumed): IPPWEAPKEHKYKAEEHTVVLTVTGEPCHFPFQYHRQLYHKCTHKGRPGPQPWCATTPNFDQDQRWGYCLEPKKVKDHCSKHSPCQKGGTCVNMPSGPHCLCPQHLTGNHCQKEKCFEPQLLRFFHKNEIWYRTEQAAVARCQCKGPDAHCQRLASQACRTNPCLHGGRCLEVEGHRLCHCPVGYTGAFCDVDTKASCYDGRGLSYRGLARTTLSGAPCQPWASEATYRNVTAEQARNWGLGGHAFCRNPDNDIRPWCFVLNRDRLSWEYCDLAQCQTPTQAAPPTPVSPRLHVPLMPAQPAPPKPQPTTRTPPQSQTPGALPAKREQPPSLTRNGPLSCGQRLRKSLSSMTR
Target sequence (P00748 373-615 limits assumed): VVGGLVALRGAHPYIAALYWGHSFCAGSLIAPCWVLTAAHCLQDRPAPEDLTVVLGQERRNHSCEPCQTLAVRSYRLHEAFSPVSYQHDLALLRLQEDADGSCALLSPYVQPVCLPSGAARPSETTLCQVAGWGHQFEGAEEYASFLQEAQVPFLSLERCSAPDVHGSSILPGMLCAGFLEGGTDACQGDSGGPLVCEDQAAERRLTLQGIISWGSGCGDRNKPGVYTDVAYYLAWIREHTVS
C1s inh = human complement C1s inhibition. P09871. AID 538. mean inhibition % of two 10-compound mixtures (stronger effect = higher value), % at 5 µM (by protocol). purified C1s, fluorogenic AMC substrate, pooled mixtures. 0.16% of 62,000 active;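 active = inhibition above 20% in each of the two 10-compound mixture wells holding the compound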;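 note: 0% = enzyme wells lacking compound mixture and 100% = no-enzyme blank wells; some compounds called inactive have numbers as strong as hits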
FXIa mix inh = factor XIa (human) inhibition, mixture screen. purified FXIa, fluorogenic substrate, pooled mixtures. inhibition, % at 5 µM. 0.19% of 62,000 active. AID 680;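 note: each value is inhibition by a whole ten-compound pool holding the compound; 0% = enzyme with no mixture and 100% = wells lacking enzyme; strong numbers were not always called active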
CatG inh = cathepsin G (human) inhibition. purified enzyme, AMC-tetrapeptide fluorescence, pooled mixtures. inhibition, % at 5 µM (by protocol). 0.2% of 62,000 active;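 active = inhibition above 20% in each of the two mixture wells holding the compound; inactive = inhibition of 20% or less in either well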;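 note: 0% = enzyme control without mixture and 100% = blank lacking enzyme; strong numbers were not always called active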
CatL block = inhibitors of human cathepsin L. 0.17% of 58,000 active. purified cathepsin L, fluorogenic substrate, fluorescence. P07711. inhibition, %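 (tested at 10 µM)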. AID 460; in the data active = inhibition above about 45%;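 note: 0% = enzyme with no compound and 100% = no enzyme blank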
Target sequence (P07711 114-288 limits assumed): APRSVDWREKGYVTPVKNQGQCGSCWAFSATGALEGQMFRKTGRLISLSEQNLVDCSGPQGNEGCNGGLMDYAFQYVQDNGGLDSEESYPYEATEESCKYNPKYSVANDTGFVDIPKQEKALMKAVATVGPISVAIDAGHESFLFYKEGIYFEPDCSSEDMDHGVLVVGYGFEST
Target sequence (P07711 292-333 limits assumed): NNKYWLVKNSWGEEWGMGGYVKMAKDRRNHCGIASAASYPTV
ROCK2 blocker = blocks human Rho kinase 2 activity; O75116; purified ROCK2, Kinase-Glo ATP depletion luminescence; inhibition, % at 6 µM; 0.35% of 60,000 active; AID 604;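 active = inhibition above the screen-wide mean inhibition plus 3 SD, cut at about 18% in these data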;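 note: plate controls were DMSO wells for no effect and Y-27632 control wells after no-enzyme background subtraction for full effect; many of its hits are not listed in these tables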
Numbers without * were called inactive; ? = inconclusive; . = no result given. Cut-off read from the data, not from the text of the source, unless noted: active = inhibition above about 20% (passing the limit was not always enough); inactive = the rest.

CatS inh	JNK3 inh	PKA kinase inh	FXIIa inh mix	C1s inh	FXIa mix inh	CatG inh	CatL block	ROCK2 blocker	Molecule
-9	7	5	1	1	2	-2	-2	-1	O=C1c2ccccc2C(=O)N1Cc1nc2ccccc2c(=O)n1CCCN1CCOCC1
29	2	10	11	-9	11	-4	22	0	Cc1cccc(N(CC(=O)N2CCCC2)S(=O)(=O)c2ccccc2)c1C
-3	.	10	7	4	1	2	1	.	Cc1ccc(-n2c(=O)cc(NCc3cccnc3)[nH]c2=O)cc1
3	-13	9	4	10	-3	8	10	6	CC(=Nc1ccc(O)cc1)c1sc2ccccc2c1O
-1	0	7	4	-29	-4	-2	16	6	CN1CCN(/C=N/c2c(C#N)cnn2C)CC1
-8	0	-12	8	-11	-6	7	-1	-5	N[C@@H](Cc1ccc(O)c(I)c1)C(=O)O
4	5	-7	2	-2	9	5	7	-6	CC(NC(=O)c1ccccc1)c1nc2ccccc2n1Cc1ccc(C#N)cc1 (centres undefined)
7	-3	-1	12	-44	8	1	-4	0	CCc1c(C)nc(N)n2c(SCC(=O)Nc3ccccc3OC)nnc12
11	0	4	6	-30	14	-1	3	5	COc1ccc(CCNc2c(C)c(C)nc3ncnn23)cc1
2	1	3	4	5	6	0	0	6	COc1ccc(C(=O)CCC(=O)O)cc1
8	1	-8	8	14	7	5	12	-3	CCCCNCCCOc1cccc(Cl)c1
-29	6	-6	2	-53	-18	-12	-14	3	O=C(O)CCSCC(=O)Nc1c(C(=O)C2CC2)oc2ccccc12
2	.	-2	4	-4	2	8	-5	.	Cc1cc(C)c(NC(=O)CSc2nnc(-c3ccncc3)n2Cc2ccco2)c(Cl)c1
-3	-2	5	5	5	8	-1	-25	4	CC(C)CCNC(=O)C(c1ccco1)N(Cc1cccs1)C(=O)Cn1nnc2ccccc21 (centres undefined)
-3	1	15	-1	6	10	37	-3	4	O=S(=O)(c1cccc2nsnc12)N1CCc2ccccc2C1
-3	4	8	14	-16	-8	-9	2	6	Cc1ccc(C(C(=O)NCc2ccc(F)cc2)N(C(=O)c2csnn2)C2CC2)o1 (centres undefined)
-10	-3	7	0	-35	-14	-1	-101	10	O=C(Nc1ccc(Cl)cc1)c1cc2nc(-c3ccco3)cc(C(F)(F)F)n2n1
-8	-1	0	3	2	10	2	-9	9	O=C(O)C1C2C=CC3(CN(Cc4ccccn4)C(=O)C13)O2 (centres undefined)
-3	1	-5	6	12	6	9	-9	2	COc1ccc(-n2c(Cc3cccn3C)nnc2SCC(=O)Nc2ccc3c(c2)OCCO3)cc1
-6	-6	4	-19	10	4	9	-8	6	Nc1ccc(-n2ccnc2)cc1
0	-4	5	4	-4	12	-5	7	4	CC1CC(C)CN(c2nc3c(c(=O)n(C)c(=O)n3C)n2CCSc2ncccn2)C1 (centres undefined)
4	-12	1	9	-10	4	-9	6	-4	COc1ccc(-n2c(SCC#N)nnc2-c2ccc(NS(=O)(=O)c3ccc(C)cc3)cc2)cc1
20	-2	6	12	-5	-1	6	-3	3	O=c1[nH]c(CN2CCN(C/C=C/c3ccccc3)CC2)nc2cc(Cl)ccc12
-6	2	8	14	9	12	10	-20	1	O=S(=O)(c1cccs1)N1CCc2ccccc21

Not a retest: entries from further up.
CatS inh	JNK3 inh	PKA kinase inh	FXIIa inh mix	C1s inh	FXIa mix inh	CatG inh	CatL block	ROCK2 blocker	Molecule
-10	-3	7	0	-35	-14	-1	-101	10	O=C(Nc1ccc(Cl)cc1)c1cc2nc(-c3ccco3)cc(C(F)(F)F)n2n1
-8	-1	0	3	2	10	2	-9	9	O=C(O)C1C2C=CC3(CN(Cc4ccccn4)C(=O)C13)O2 (centres undefined)

Later entries
CatS inh	JNK3 inh	PKA kinase inh	FXIIa inh mix	C1s inh	FXIa mix inh	CatG inh	CatL block	ROCK2 blocker	Molecule
-8	-1	3	-1	-8	-1	7	-2	0	Cc1ccc(-c2nnn(CC(=O)N(Cc3ccco3)C(C(=O)NC(C)(C)C)c3cccs3)n2)o1 (centres undefined)
21	-7	-5	9	-5	8	-1	3	-3	O=C(NC1CCCCC1)c1ccc2c(=O)n(CC3CCCO3)c(=O)[nH]c2c1 (centres undefined)
-2	1	8	-38	0	8	2	-6	6	O=C(Nc1cccc(Cl)c1N1CCCC1)c1cc2ccccc2o1
14	1	1	3	-6	1	-2	1	2	COc1ccc(-c2cc(C(=O)N3CC4(C)CC3CC(C)(C)C4)no2)cc1OC (centres undefined)
6	.	4	-2	-9	-4	7	-1	.	COc1ccc(N2CCN(C(c3cccs3)C(C)NC(=O)c3ccco3)CC2)cc1 (centres undefined)
-2	4	9	4	-6	-2	9	3	6	Cc1nnc(Nc2ccc3c(c2)ncn3C)c2ccccc12
-2	7	4	-18	0	1	7	1	4	COC(=O)c1c(C(=O)OC)c2n(c1C)CCC2
-5	-2	11	4	-7	5	-7	3	4	Cn1c(CCc2ccccc2)nnc1SCC(=O)N1CCCC1

Compound profiles, from the list above.
`O=C(Nc1cccc(Cl)c1N1CCCC1)c1cc2ccccc2o1` reads CatS inh: -2; JNK3 inh: 1; PKA kinase inh: 8; FXIIa inh mix: -38; C1s inh: 0; FXIa mix inh: 8; CatG inh: 2; CatL block: -6; ROCK2 blocker: 6
`Cc1ccc(-c2nnn(CC(=O)N(Cc3ccco3)C(C(=O)NC(C)(C)C)c3cccs3)n2)o1` (centres undefined) reads CatS inh: -8; JNK3 inh: -1; PKA kinase inh: 3; FXIIa inh mix: -1; C1s inh: -8; FXIa mix inh: -1; CatG inh: 7; CatL block: -2; ROCK2 blocker: 0

(cont.)
CatS inh	JNK3 inh	PKA kinase inh	FXIIa inh mix	C1s inh	FXIa mix inh	CatG inh	CatL block	ROCK2 blocker	Molecule
6	.	.	3	14	6	13	-3	.	COCCNC(=O)CN(C)S(=O)(=O)c1ccc(Br)cc1
-1	-2	8	-22	-4	0	7	32	5	Cc1cc(S(=O)(=O)N(C)CCc2ccccc2)ccc1-n1cnnn1
12	8	10	0	17	5	8	25	5	S=c1[nH]nc(COc2ccc3c(c2)OCO3)n1-c1ccccc1
-7	-4	3	2	-28	-9	1	-12	2	O=C(NCc1ccccc1F)C1CCN(C(=O)NCc2ccccc2)CC1
4	-3	9	5	6	2	2	6	6	CSc1cccc(-n2c(C)cc(C(N)=O)c2C)c1
-5	-3	5	8	8	1	5	5	0	CCOC(=O)c1cc2oc(C)cc2n1CC(=O)OC1CCCCC1
-7	-7	-1	3	-4	0	11	11	0	CCSC1=C(C#N)C(c2cccc(OC)c2)CC(=O)N1 (centres undefined)
7	2	7	-1	5	3	11	24	4	Cc1nc2ccccc2c(=O)n1NCc1cccs1
8	-2	1	3	7	15	8	11	-1	CCOc1ccccc1NC(=O)CSc1nnnn1-c1ccc(C(=O)OC)cc1
11	4	8	6	8	4	16	5	6	Cc1c(C(=O)Nc2ccncc2)oc2c1C(=O)CC(C)(C)C2
-2	1	10	6	5	0	1	9	5	O=C(NCCCN1CCN(c2ccccc2F)CC1)C1CCC(=O)N1C1CCCCC1 (centres undefined)
-6	3	6	-3	3	4	-2	6	5	CCOC(=O)C(C(=O)Nc1nccs1)C1CCCCC1 (centres undefined)
-2	-8	-6	6	6	1	11	-3	-4	O=C(CN1C(=O)COc2ccccc21)Nc1ccc2c(c1)OCCO2
0	-4	-5	-27	5	10	7	2	-1	COc1cc(NC(=O)CSc2nccc(C)n2)c(C(=O)O)cc1OC
16	0	7	3	-29	4	-12	.	6	CC(=O)c1cccc(NC(=O)C2CCCN2S(=O)(=O)c2cccc3cccnc23)c1 (centres undefined)
12	2	6	10	-13	0	-4	4	6	CCOc1ccc(CCNC(=O)C2CCN(c3nn4c(=O)cc(C)nc4s3)CC2)cc1OCC
-4	-2	7	7	-1	-4	11	1	4	CC1CCN(S(=O)(=O)N2CCC(C(=O)NCc3cccs3)CC2)CC1
8	5	12	3	1	3	1	5	-1	CCCS(=O)(=O)c1c(S(=O)(=O)CCC)c2cnccn2c1C(=O)c1ccc(F)cc1
-1	.	9	10	3	0	-2	4	.	COc1ccc(-n2nnnc2-c2cccnc2)cc1
-1	-3	5	9	-112	-18	-3	8	7	Nc1nnnn1/N=C/c1ccccc1C(F)(F)F
18	.	-3	-47	-22	6	-1	19	.	CC1CCCC(C)N1C(=O)Cn1c(SCC(=O)NCc2ccc3c(c2)OCO3)nc2ccccc21 (centres undefined)
-14	0	6	1	13	5	8	11	4	CC(=O)N1CCC(N(CCCOC(C)C)C(=O)Nc2ccc(Cl)cc2)CC1
-3	3	11	10	-14	-4	22	3	6	CC1CCCN(C(=O)COC(=O)c2n[nH]c3ccccc23)C1 (centres undefined)
11	8	8	2	5	9	1	3	-2	CC(=O)c1cccc(NC(=O)CN(c2ccccc2)S(C)(=O)=O)c1
-28	2	0	2	-146	-47	-31	3	1	COCCN(C(=O)CNC(=O)c1cccs1)C(C(=O)NC1CCCCC1)c1ccco1 (centres undefined)
-5	.	9	1	-7	1	-7	-2	.	CC1CN(c2c3c(nc4ncnn24)CCCC3)CC(C)O1 (centres undefined)
0	-10	-2	4	-25	4	1	-5	3	CCC(=O)N1CCc2cc(S(=O)(=O)NCCC(=O)Nc3ccccc3C)ccc21
7	7	5	-4	-16	6	-4	-12	-4	COc1ccc(-c2ccc(=O)n(CC(=O)Nc3cccc(O)c3)n2)cc1OC
3	-4	12	5	12	1	10	-4	5	CCN(CC)CCCN(C(C)=O)c1nc(-c2cc(OC)ccc2OC)cs1
15	-6	2	-2	-33	-3	-9	26	2	Cc1ccccc1OC(C)C(=O)NC1CCCC1 (centres undefined)
19	-6	0	16	6	11	29	3	1	Cc1nc(N2CCC(C)CC2)c2c(C)c(C(=O)O)sc2n1
-7	.	0	3	-104	-14	1	-2	.	C=CCN=c1sc(C(=O)OC)cc(=O)n1CC=C
0	.	-4	4	-66	-3	-7	.	.	CCC1SC2=NC(C)=C(C(=O)OC)C(c3ccc(C(=O)OC)cc3)N2C1=O (centres undefined)
0	1	0	2	-31	-18	-1	7	3	O=C(OCCN(C1=NS(=O)(=O)c2ccccc21)c1ccc(Cl)cc1)c1ccco1
9	5	8	-4	-37	-4	0	19	5	Cc1cccc(-c2nc(CN3CCCC(C(=O)NC4CCCC4)C3)c(C)o2)c1 (centres undefined)
-4	3	6	4	11	8	10	0	1	O=C(Nc1nc2c(Cl)ccc(Cl)c2s1)c1ccco1
9	4	-1	4	-19	1	4	4	2	CC(C)NC(=O)CN(C)S(=O)(=O)c1ccc(F)cc1
-4	-5	-6	-11	10	9	13	-7	2	N#CC1=C(N)Oc2n[nH]c(-c3ccccc3)c2C1c1cccc(OC(=O)N2CCOCC2)c1 (centres undefined)
.	-7	4	.	.	.	.	21	4	O=C(COc1ccc(Cl)cc1)Nc1ccccc1CO
-5	2	3	6	13	7	9	10	0	COc1ccc(-c2cc(-c3ccc(OC)cc3)[nH]n2)cc1
6	0	10	4	8	1	8	21	6	O=C(c1cccc(C(=O)N2CCN(c3ccccc3F)CC2)c1)N1CCN(c2ccccc2F)CC1
-5	-3	-7	6	-3	5	-2	-13	1	CCCc1cc(=O)oc2cc(OCC(=O)Nc3cc(C)on3)ccc12
-4	6	6	16	11	7	7	-9	4	CCOC(=O)c1cc(-c2ccccc2)sc1NC(=O)CSc1nnnn1C
4	-7	8	3	6	8	4	25	2	COc1ccc(CCNC2CCN(C)CC2)cc1OC
7	-11	2	-1	0	11	5	16	1	Cc1cc(C)nc(N(C#N)CCOc2ccccc2)n1
-4	-1	7	-25	-57	-8	1	2	6	COCc1[nH]nc2c1C1(CCSCC1)C(C#N)=C(N)O2
?	-7	10	3	19	13	87*	-5	4	COc1ccc2c(c1)CCc1c(C(=O)NCc3cccnc3)noc1-2
1	1	11	3	-3	1	0	.	10	COc1cc(OC)cc(C(=O)NCCSCc2ccco2)c1
1	3	9	3	14	4	8	17	5	COc1cccc(NC2=NC3(CCCCC3)N=C(N)N2)c1
5	2	0	4	-13	9	7	13	-1	COc1ccccc1Cn1nnc2c(=O)[nH]c(C3CCN(C(=O)c4ccc(F)cc4)CC3)nc21
2	3	-5	-8	-23	0	6	3	3	CCCCC(=O)Nc1nn(CCC)c2nc3ccccc3cc12
-2	-6	8	-7	-35	-10	-15	36	6	Cc1ccn(CCSCC(=O)O)n1

Screens deposited in PubChem BioAssay by several laboratories.
